# Bioassay records as filed in PubChem BioAssay.
# RGS4 inh: Inhibitors of Regulator of G Protein Signaling (RGS) 4: qHTS; Potency, µM (titrated, usually from 114 µM), inactives show at the highest dose activity change, negative = inhibition, hits mostly inhibitors; Transcreener GDP fluorescence polarization, RGS4-accelerated GTP hydrolysis; Regulator of G-protein signaling 4 (Homo sapiens), P49798; actives 0.039% (n = 390,000); AID 504845, 2011; further: on the % scale 0 is the no-effect control and ±100 the full control effect; nearly all actives have a fitted effect of over 75% in size; some results filed as inactive show a strong effect at the top dose
#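 MLSMR compounds (23 nl, pin-transferred) preincubated 10 min at room temperature with a 500nM (2x) first reagent, then RGS4 at 900nM (2x) plus Transcreener GDP mix added; fluorescence polarization (620/688 nm) read before and after 90 min at 30 °C.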
# USP1 inh: Inhibitors of USP1/UAF1: Primary Screen. Ubiquitin carboxyl-terminal hydrolase 1 (Homo sapiens), O94782. recombinant USP1/UAF1, Ub-Rhodamine cleavage fluorescence. Potency, µM (series often up to 57.1 µM), for the others: at the highest dose activity change, negative = inhibition, actives largely listed as inhibitors. actives 0.23% (n = 390,000); further: on the % scale 0 is the no-effect control and ±100 the full control effect; nearly all actives have a fitted effect of over 60% in size; inactives centre near -12
#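 Step one: compound is pinned into 1nM USP1/UAF1 in HEPES pH 7.8 buffer with TCEP. Step two: 15 min room-temperature incubation. Step three: Ub-Rho (150nM final) starts cleavage, tracked by fluorescence over six one-minute reads.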
# IDH1 R132H inh: qHTS for Inhibitors of mutant isocitrate dehydrogenase 1 (IDH1): qHTS | AID 602179, 2012 | actives 0.093% (n = 390,000) | IDH1-R132H enzyme, NADPH consumption, diaphorase/resazurin fluorescence | Potency, µM (highest dose often 76.6 µM), for inactives: at the highest dose activity change, negative = inhibition, usual class: inhibitors; further: on the % scale 0 is the no-effect control and ±100 the full control effect; nearly all actives have a fitted effect of over 65% in size
#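 IDH1-R132H (0.5 ug/mL) preincubated 30 min with compound, then NADPH (0.016 mM) and alpha-KG (2 mM) added; 80 min at RT, pH 7.5. Remaining NADPH coupled via diaphorase/resazurin to fluorescence (540/590 nm); concentration-response curves normalized to no-enzyme control.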
# TrxR1 substrate: qHTS Assay for Substrates of Mammalian Selenoprotein Thioredoxin Reductase 1 (TrxR1): qHTS; purified TrxR1 substrate turnover, NADPH consumption readout; actives 0.01% (n = 390,000); Potency, µM (series often up to 114 µM), for the others: at the top dose activity change, negative = substrate turnover; Thioredoxin reductase 1, cytoplasmic (Rattus norvegicus), O89049; AID 588456, 2011; further: on the % scale 0 is the no-effect control and ±100 the full control effect; nearly all actives have a fitted effect of over 50% in size
#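 Rat TrxR1, dispensed at 90 nM, was prereduced with 400 uM NADPH (final) for 5 min at ~22 deg C, then incubated with compound 15 min before 400 uM selenite. A first-read NADPH fluorescence drop versus no-compound background flagged substrates.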
# RXFP1 ag: qHTS Assay for Agonists of the Relaxin Receptor RXFP1; actives 0.3% (n = 370,000); AID 2676, 2010; HEK293T-RXFP1 cAMP TR-FRET, 30 min; response scale: percent of porcine relaxin response, buffer zero; Potency, µM (series often up to 57.5 µM), for the others: at the highest dose activation, actives largely listed as activators; further: on the % scale 0 is the no-effect control and ±100 the full control effect; nearly all actives have a fitted effect of over 60% in size; many of its hits are not listed in these tables
# Target sequence (Q9HBX9 whole entry, looked up): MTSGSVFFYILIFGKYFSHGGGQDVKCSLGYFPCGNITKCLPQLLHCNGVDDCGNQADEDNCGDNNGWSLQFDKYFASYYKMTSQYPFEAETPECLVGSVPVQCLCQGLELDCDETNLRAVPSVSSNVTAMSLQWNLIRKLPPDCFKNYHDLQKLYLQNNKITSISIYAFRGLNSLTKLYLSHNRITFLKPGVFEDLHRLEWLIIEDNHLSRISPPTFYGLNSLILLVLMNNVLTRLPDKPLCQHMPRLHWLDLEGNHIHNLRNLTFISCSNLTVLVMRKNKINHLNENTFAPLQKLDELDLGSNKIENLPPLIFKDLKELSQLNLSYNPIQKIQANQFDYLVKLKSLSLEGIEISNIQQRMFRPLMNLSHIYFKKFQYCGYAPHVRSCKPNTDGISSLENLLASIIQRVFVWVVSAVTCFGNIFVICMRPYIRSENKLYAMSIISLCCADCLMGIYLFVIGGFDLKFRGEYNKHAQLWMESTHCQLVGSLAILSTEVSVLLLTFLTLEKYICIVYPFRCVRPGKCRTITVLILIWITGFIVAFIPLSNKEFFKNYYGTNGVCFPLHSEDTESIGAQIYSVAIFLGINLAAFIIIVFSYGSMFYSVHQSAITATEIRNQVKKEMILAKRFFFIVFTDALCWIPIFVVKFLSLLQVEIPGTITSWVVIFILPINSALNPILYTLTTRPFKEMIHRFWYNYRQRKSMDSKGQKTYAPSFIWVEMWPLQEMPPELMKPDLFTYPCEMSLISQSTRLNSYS
#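 cAMP rise read by TR-FRET after 30 min, 37C compound exposure (up to 58 uM) in RXFP1-transfected HEK293 cells with Ro 20174 present. EC50 from Hill-equation fits, with 29 nM porcine relaxin as 100% and buffer as basal.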
# rTrxR1 inhibitor: qHTS Assay for Inhibitors of Mammalian Selenoprotein Thioredoxin Reductase 1 (TrxR1): qHTS. Thioredoxin reductase 1, cytoplasmic (Rattus norvegicus), O89049. recombinant rTrxR1, NADPH fluorescence consumption, selenite substrate. Potency, µM (titrated, usually from 114 µM), for the others: at the highest dose activity change, negative = inhibition, most hits filed as inhibitors. actives 1% (n = 390,000). AID 588453, 2011; further: on the % scale 0 is the no-effect control and ±100 the full control effect; nearly all actives have a fitted effect of over 65% in size
#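 Rat TrxR1 (90 nM in the dispensed reagent) was pre-reduced with 400 uM NADPH for 5 min at room temperature, then incubated with compound for 15 min. After 400 uM selenite was added, NADPH fluorescence (Ex 340/Em 450 nm) was followed for 8 min.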
# Vif-A3G inh: qHTS for Inhibitors of Vif-A3G Interactions: qHTS | AID 602310, 2012 | actives 0.076% (n = 410,000) | DNA dC->dU-editing enzyme APOBEC-3G (Homo sapiens), Q9HC16 | Potency, µM (series often up to 46.1 µM), for inactives: at the highest dose activity, negative = active, usual class: inhibitors | HeLa A3G-eYFP + Vif (tagged APOBEC3G with the HIV-1 protein that degrades it), YFP fluorescence, overnight;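 further: on the % scale 0 is the no-effect control and ±100 the full control effect; nearly all actives have a fitted effect of over 60% in size; hits raise eYFP signal because A3G escapes Vif-driven loss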
# Target sequence (Q9HC16 whole entry, looked up): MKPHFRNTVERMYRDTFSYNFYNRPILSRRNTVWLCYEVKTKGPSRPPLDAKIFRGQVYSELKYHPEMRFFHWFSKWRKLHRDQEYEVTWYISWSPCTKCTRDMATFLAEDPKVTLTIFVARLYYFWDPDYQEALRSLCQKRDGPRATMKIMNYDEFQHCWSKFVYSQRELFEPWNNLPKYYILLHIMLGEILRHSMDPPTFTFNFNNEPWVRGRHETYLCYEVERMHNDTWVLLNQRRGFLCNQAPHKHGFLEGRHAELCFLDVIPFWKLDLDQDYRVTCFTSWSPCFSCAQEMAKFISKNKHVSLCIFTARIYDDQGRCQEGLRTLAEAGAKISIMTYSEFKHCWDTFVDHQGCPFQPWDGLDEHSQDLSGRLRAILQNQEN
#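 Read-out is eYFP fluorescence (Ex 488/Em 500-530) from Vif-expressing HeLa A3G-eYFP cells; more signal means A3G escaped Vif-mediated degradation. Cells plated overnight, compound pinned in, incubated overnight at 37 deg C.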
# 12-LOX inh: Primary qHTS assay for inhibitors of human arachidonate 12S-lipoxygenase (ALOX12): Round 2. purified 12hLO, xylenol orange hydroperoxide absorbance. Potency, µM (titrated, usually from 108 µM), for the others: at the top dose activity change, negative = inhibition, hits mostly inhibitors. actives 1.1% (n = 580,000); further: on the % scale 0 is the no-effect control and ±100 the full control effect
#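 Purified human 12hLO at 150 nM in 25 mM Hepes, 0.01% Triton X-100, pH 7.0, preincubated 15 min at room temperature with compound. Reaction started with 40 uM arachidonic acid, 30 min at room temperature. Hydroperoxide measured by Fe-xylenol orange, 573/405 nm absorbance ratio.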
# Vif-APOBEC3F blk: qHTS for Inhibitors of Vif-A3F Interactions: qHTS; HeLa A3F-eYFP + Vif (tagged APOBEC3F with the HIV-1 protein that degrades it), YFP fluorescence increase; Potency, µM (titrated, usually from 46.1 µM), for inactives: at the highest dose activity, negative = active; actives 0.2% (n = 390,000); AID 602313, 2012; further: % of control where 0% means no effect; nearly all actives have a fitted effect of over 65% in size
#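 HeLa cells stably expressing A3F-eYFP plus Vif, plated and incubated overnight at 37 deg C, then exposed to compounds overnight at 37 deg C. Blocked degradation read as raised yellow fluorescence (Ex 488/Em 500-530).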
# The depositor's hits bear a star; i = inactive; ? = inconclusive; · = no result given; [ ] = dose if it differs, or a comment. The call rests on the fitted dose curve; in most records, active means well fitted curve in the direction sought with a large enough effect; inconclusive means small, poorly fitted or top-dose-only effect, or another doubt; inactive means no such curve, though single readings can be large; an effect the other way counts as inactive or inconclusive. Potency means the concentration at half of the fitted maximal effect. Not all compounds are listed; the hit share may differ from the screen's.
nr | compound | RGS4 inh | USP1 inh | IDH1 R132H inh | TrxR1 substrate | RXFP1 ag
1 | COc1cccc2cc(C(=O)OC3CCN(C)CC3)c(=O)oc12 | -1.5% | 7.6% | 1.0% | -8.4% | 1.6%
2 | Cc1cc(C)c(NC(=O)CSc2ncc(S(=O)(=O)c3ccc(C(C)(C)C)cc3)c(=O)[nH]2)c(C)c1 | -8.7% | -22.9% | -8.4% | 5.8% | 0.2%
3 | Cc1cc(Nc2ccc(F)c(Cl)c2)n2ncnc2n1 | 22.1% | -15.4% | -14.0% | -1.1% | 2.7%
4 | CC(=O)N1c2ccc(S(=O)(=O)N3CCCCC3)cc2CC1C(=O)NCc1cccc(Cl)c1 (stereo not given) | 43.2% | -9.0% | -6.8% | 2.5% | -0.3%
5 | Cc1nnc(NC(=O)CSc2nccn2-c2cccc(C)c2C)s1 | 24.7% | -17.2% | -8.6% | 14.6%[57.1 µM] | 3.0%
6 | CCN(CC(=O)Nc1ccc(OC)cc1)C(=O)c1ccc2[nH]c3c(c2c1)CC(C)CC3 (stereo not given) | -20.6% | -6.2% | -1.6% | -4.8% | 0.0%
7 | COc1ccc(OC)c(NC(=O)c2cc(C3CC3)nc3c2c(C)nn3-c2ccc(C)cc2)c1 | 6.0% | -7.6% | -0.7% | -2.4% | 1.6%
8 | O=C(CSc1ccc2nnc(-c3cccnc3)n2n1)Nc1ccccc1C(F)(F)F | -12.7% | -17.0% | -8.4% | 33.7%[activator] | -2.3%
9 | COc1cccc(/C=C2\N=C(c3c(-c4ccccc4)noc3C)OC2=O)c1OC | 1.7% | -15.2% | -1.9% | 11.5%[57.1 µM] | 3.2%
10 | Cc1ccc(CN2CCN(Cc3cnc(N4CCOCC4)s3)CC2CCO)cc1 (stereo not given) | -4.8% | -11.0% | 3.1% | -4.0% | 0.1%
11 | O=C(CCCOc1ccccc1)Nc1cccc(S(=O)(=O)N2CCOCC2)c1 | -25.2% | ? | 4.9% | -8.0%[57.1 µM] | ·
12 | Cc1ccc(-c2nnc3ccccc3c2C(=O)Nc2cccc(Cl)c2)cc1 | -28.9% | -11.7% | -2.9% | 1.4%[57.1 µM] | -1.2%
13 | CCCCN(CC(=O)NC1CCCC1)C(=O)C(=O)Nc1ccc2c(c1)OCCO2 | ? | -1.0% | 3.4% | 1.1%[57.1 µM] | 1.3%
14 | O=C(O)c1cc(N=Nc2c(O)[nH]c3ccc([N+](=O)[O-])cc23)ccc1Cl | 15.1% | 1.7% | 5.7% | -19.7% | -3.2%
15 | O=C(Oc1ccc(Cl)c2cccnc12)C12CC3CC(CC(C3)C1)C2 | -9.9% | -21.8% | 7.8% | -3.4% | 1.3%

nr | rTrxR1 inhibitor | Vif-A3G inh | 12-LOX inh | Vif-APOBEC3F blk
1 | 0.0% | 7.4% | 5.6% | 5.8%
2 | 24.1% | 0.8% | ? | -12.7%
3 | 11.7% | -5.1% | i | 3.0%
4 | 16.9% | 4.1% | -10.7% | 5.5%
5 | 28.1%[57.1 µM] | ? | -2.6% | -23.4%
6 | -4.2% | -4.7% | -2.9% | -5.2%
7 | 24.0% | -0.8% | -21.7% | 0.4%
8 | 20.2% | -7.7% | 0.0% | 0.7%
9 | -10.6% | 2.9% | -7.8% | 7.2%
10 | 6.8% | -6.3% | 0.7% | 0.7%
11 | 9.0%[57.1 µM] | -3.2% | -16.3% | 10.3%
12 | 14.2%[57.1 µM] | -1.7% | 0.8% | -0.5%
13 | 20.9%[57.1 µM] | 0.0% | -27.7% | 6.1%
14 | -12.1% | -1.2% | 0.0% | -3.7%
15 | -9.9% | -3.4% | 10.4% | -6.0%

# Brought forward from above: 4 compounds, then new ones.
nr | compound | RGS4 inh | USP1 inh | IDH1 R132H inh | TrxR1 substrate | RXFP1 ag
12 | Cc1ccc(-c2nnc3ccccc3c2C(=O)Nc2cccc(Cl)c2)cc1 | -28.9% | -11.7% | -2.9% | 1.4%[57.1 µM] | -1.2%
13 | CCCCN(CC(=O)NC1CCCC1)C(=O)C(=O)Nc1ccc2c(c1)OCCO2 | ? | -1.0% | 3.4% | 1.1%[57.1 µM] | 1.3%
14 | O=C(O)c1cc(N=Nc2c(O)[nH]c3ccc([N+](=O)[O-])cc23)ccc1Cl | 15.1% | 1.7% | 5.7% | -19.7% | -3.2%
15 | O=C(Oc1ccc(Cl)c2cccnc12)C12CC3CC(CC(C3)C1)C2 | -9.9% | -21.8% | 7.8% | -3.4% | 1.3%
16 | Nc1nc(SCC(=O)Nc2ccc(OC(F)(F)F)cc2)[nH]c(=O)c1NC(=O)c1ccc(Br)o1 | 8.0% | -3.6% | -3.6% | -10.9% | -0.7%
17 | CC(C)NC(=O)CCCc1cn(C)c2ccccc12 | 16.3% | -16.9% | 0.6% | 15.8%[57.1 µM] | 0.6%
18 | CCOc1ccc(NC(=O)CC2C(=O)N(c3ccc(C)cc3)C(=O)N2Cc2ccc(OC)cc2)cc1 (stereo not given) | 0.4% | -4.4% | 19.8% | -17.0% | -2.8%
19 | O=C(COC(=O)C1CCC1)NC(=O)c1ccccc1 | 4.2% | -21.0% | 2.1% | 1.0% | 0.9%
20 | CN1C(C(=O)NCc2cccs2)=CC(c2ccc(F)cc2)=NS1(=O)=O | 23.5% | -23.5% | 1.5% | 0.3% | 3.0%
21 | N#Cc1c(N)nc2c(c1-c1ccccc1)CCC2 | -0.2% | -17.4% | -0.1% | 85.9%[activator] | 1.5%
22 | Cc1cc(NC(=O)CON=C(N)CC(=O)Nc2ccccc2Cl)ccc1Br | -36.3% | -11.3% | 7.3% | 1.3% | 0.7%
23 | C/C(=N\N=C1\NC(=O)C(CC(=O)Nc2ccc(C)c(Cl)c2)S1)C(C)(C)C (stereo not given) | -34.0% | -22.8% | -4.7% | -2.2%[57.1 µM] | 0.0%
24 | NC(=O)NC(=O)Nc1ccccc1Cl | -9.7%[56.9 µM] | -23.2% | 5.5% | -6.9% | 0.2%
25 | CN(C)C(=O)c1nc2ccc(Cl)cn2c1CNCc1ccccc1OC(F)(F)F | 0.0% | -16.1% | 0.0% | 0.3% | 0.2%
26 | COc1ccc(Cl)cc1C(=O)NCc1nnnn1-c1ccccc1 | -8.8% | -22.8% | 11.7% | 2.8%[57.1 µM] | 1.5%
27 | COc1ccc(CNC(=O)CCc2nc(-c3ccc(OC)cc3)no2)cc1 | -7.6% | -34.2% | -9.5% | -1.5% | 3.9%
28 | CC(C)(C)N1C(=O)c2ccc(C(=O)Nc3ccc(-c4nc5ccccc5[nH]4)cc3)cc2C1=O | 5.8% | -12.8% | 2.3% | -4.7% | -0.5%
29 | COc1cc(CNC(=O)c2cc(C(=O)NCc3cc(OC)cc(OC)c3)n(C)n2)cc(OC)c1 | -12.3% | -16.2% | 1.7% | -9.0% | 0.3%
30 | Cc1oc2cc(OCc3cnn(-c4ccccc4)c3)ccc2c(=O)c1Oc1ccccc1F | -9.6% | -17.5% | 0.4% | -2.6% | 0.3%
31 | COC(=O)CSc1ncc(OC)c(OC)n1 | -15.6% | -21.7% | 3.4% | 2.2% | 2.5%
32 | CCc1cccc(NC(=O)CCc2c(C)nc3c(-c4ccccc4)c(C)nn3c2C)c1 | 2.2% | -19.5% | -9.6% | 6.9% | -2.4%

nr | rTrxR1 inhibitor | Vif-A3G inh | 12-LOX inh | Vif-APOBEC3F blk
12 | 14.2%[57.1 µM] | -1.7% | 0.8% | -0.5%
13 | 20.9%[57.1 µM] | 0.0% | -27.7% | 6.1%
14 | -12.1% | -1.2% | 0.0% | -3.7%
15 | -9.9% | -3.4% | 10.4% | -6.0%
16 | -9.4% | 0.0% | 6.9% | 7.0%
17 | 8.5%[57.1 µM] | 1.0% | -4.8%[57.4 µM] | -7.0%
18 | -11.6% | 1.0% | -24.9% | 1.2%
19 | 0.0% | -0.1% | -11.4% | 2.1%
20 | 8.2% | 7.3% | -1.2% | -13.3%
21 | -29.6% | -14.8% | -11.8% | -10.1%
22 | 14.2% | -1.8% | 6.2% | 1.7%
23 | 18.2%[57.1 µM] | 7.2% | -15.0% | 4.7%
24 | -3.3% | -0.4% | 0.0% | 0.6%
25 | 6.4% | -6.0% | 4.4% | -3.1%
26 | 11.1%[57.1 µM] | 6.0% | -18.5% | -6.1%
27 | 6.1% | 4.5% | -21.5% | -0.5%
28 | 1.9%[57.1 µM] | -2.8% | -11.5% | 7.3%
29 | -4.7% | 2.9% | 11.8% | 0.2%
30 | 1.7% | -6.2% | 8.2% | -0.4%
31 | 5.7% | -1.2% | 0.0% | 5.7%
32 | 24.9% | -3.4% | -11.3% | 0.4%
